Bioassay records deposited in PubChem BioAssay by National Center for Advancing Translational Sciences (NCATS).
Lipid storage S3 = qHTS Assay for Lipid Storage Modulators in Drosophila S3 Cells; Drosophila S3 cells, BODIPY lipid droplet fluorescence, 18-24 h; cells fed with added oleic acid; Potency in µM for hits, for the others lipid storage change, negative = inhibition, % at the top dose, mostly 46.1 µM; hit rate 0.64% among 320,000; active means well fitted inhibition curve with a large enough effect in the signal ratio, with a control signal flat, not every such curve was filed as active; inconclusive means small, poorly fitted or top-dose-only effect, or effect the other way, or a change in a side signal; the % refers to the signal ratio
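Laser-scanning cytometry quantifies lipid droplet accumulation (500–530 nm total intensity; droplet/cell object ratio) in oleic acid-fed (400 uM added) Drosophila S3 cells treated with a concentration series. 20 uM Triacsin C defined 100% inhibition.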
Lipid storage S3 cell count max = second read-out of Lipid storage S3, no call of its own (marks repeat the call); cell number change, %; measured here: cell count max response;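 cells counted by Cell Tracker Red CMTPX staining in the red channel; peak over a dose series mostly up to 46.1 µM; percent activity relative to internal control wells on each plate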
Active calls of the source: *; i = inactive; ? = inconclusive; nt = no result given; [ ] = dose if it differs, or a comment. On the % scale 0 is the no-effect control and ±100 the full control effect; potency means the concentration at half of the fitted maximal effect. The list is partial; count on the stated rates, not on these rows.

SMILES	Lipid storage S3	Lipid storage S3 cell count max
COc1cccc(C(=O)Nc2cccc(OCC(=O)c3ccccc3)c2)c1	?	nt
C/C(=C\C(=S)Nc1ccccc1)Nc1ccccc1	0.0%	-10.3
O=C(NCCCn1ccnc1)c1ccc(Br)c(S(=O)(=O)N2CCOCC2)c1	-3.4%	-19.1
CN(Cc1c(O)ccc2c1oc(=O)c1ccccc12)C1CCCCC1	?	nt
Nc1cccc(C(=O)OCC(=O)Nc2cccc3c2C(=O)c2ccccc2C3=O)c1	?	nt
CC(C)c1ccc(-n2c(-c3ccccc3)c[n+]3c2CCc2ccccc2-3)cc1	?	nt
COc1ccccc1Nc1nnc(SCC(=O)Nc2nc(-c3ccc(F)cc3)cs2)s1	?	nt
Cc1nc(SC2CCOC2=O)c2c(C)c(C)sc2n1 (stereo not drawn)	17.2%	-0.1
Cc1ccc(N2CCN(/N=C/c3ccccc3[N+](=O)[O-])CC2)cc1	?	nt
c1ccc2c(c1)Nc1ccncc1S2	9.1%	-9.1
COc1cccc(CN2CCC(Oc3ccc(C(=O)N4CCCCC4)cc3)CC2)c1	i	2.7
c1ccc2c(c1)CCN2CCN1CCc2ccccc21	?	nt
O=C(Cc1cccc(NC(=O)C2CCN(C(=O)CCc3ccccc3)CC2)c1)Nc1cccc(C(=O)N2CCCC2)c1	i	-25.9
O=C(C/C=N/OCc1c(Cl)cccc1Cl)c1ccc(Cl)cc1	-2.9%	0.4
CC(=O)N1CCc2c(sc(NC(=O)C3CC3)c2-c2nc3ccccc3s2)C1	?	nt
COc1ccc(OC)c(NC(=O)CSc2sc3c(O)cc(=O)[nH]c3c2C#N)c1	?	nt
CC(Nc1n[nH]c(=O)[nH]c1=O)C(=O)N/N=C/c1cccs1 (stereo not drawn)	3.2%	17.3
Cc1ccc(C(=O)c2coc3ccc(O)c(CN(C)C)c23)cc1	12.4%	-0.6
Cc1cccc(C)c1OCC(=O)NCc1nnc(SCC(=O)NC2CCCCC2C)n1C (stereo not drawn)	?	nt
Cc1ccc(N2CCN(S(=O)(=O)c3nnc(NC(=O)c4ccccc4)s3)CC2)cc1	?	nt
COc1ccc(C2C(C(C)=O)=C(O)C(=O)N2Cc2ccccc2)c(OC)c1 (stereo not drawn)	?	nt
O=C(O)c1cccc2c(-c3ccccc3)c(-c3ccccc3)[nH]c12	-15.1%	4.2
O=C(Oc1c(-c2ccccc2)c(=O)n2c3c(cccc13)CC2)c1ccc(F)cc1	12.2%	-0.3
CCN(CC)S(=O)(=O)c1ccc(N2CCOCC2)c(NC(=O)C23CC4CC(CC(Cl)(C4)C2)C3)c1	?	nt
CN(C)C1=NC[C@H](Cc2ccccc2)N1CC1CCCCCC1	9.3%	-9.8

Given with the structure last: part of the list above.
| Lipid storage S3 | Lipid storage S3 cell count max | SMILES |
| --- | --- | --- |
| ? | nt | Cc1ccc(N2CCN(/N=C/c3ccccc3[N+](=O)[O-])CC2)cc1 |
| 9.1% | -9.1 | c1ccc2c(c1)Nc1ccncc1S2 |
| i | 2.7 | COc1cccc(CN2CCC(Oc3ccc(C(=O)N4CCCCC4)cc3)CC2)c1 |

Quoted from the listing:
Cc1ccc(C(=O)c2coc3ccc(O)c(CN(C)C)c23)cc1 | Lipid storage S3 cell count max: -0.6
CN(C)C1=NC[C@H](Cc2ccccc2)N1CC1CCCCCC1 | Lipid storage S3: 9.3%
O=C(O)c1cccc2c(-c3ccccc3)c(-c3ccccc3)[nH]c12 | Lipid storage S3: -15.1%

Next structures.
SMILES	Lipid storage S3	Lipid storage S3 cell count max
O=C(Nc1ccc(F)cc1F)c1cc(=O)n(-c2ccccc2)c(=O)[nH]1	-4.9%	-17.0
O=C(O)C1CCCCC1C(=O)Nc1cccc(Br)c1 (stereo not drawn)	13.9%	1.5
CCN1C(=O)CC(N2CCN(c3cccc(OC)c3)CC2)C1=O (stereo not drawn)	-1.6%	-6.6
Cc1cccc(OCC(=O)NCc2ccncc2)c1C	?	nt
Cc1nc2ncnn2c(C)c1CCC(=O)NC(C)c1ccc2c(c1)OCCO2 (stereo not drawn)	17.7%	2.3
Cc1ccc(NNC(=O)c2cccs2)cc1Cl	?	nt
Cc1cc2c(c(=O)n1Cc1ccccc1)C1O[C@](c3ccsc3)(Cc3cc(C#N)ccc31)O2	-11.8%[9.22 µM]	3.0
CCOC(=O)CSC1=C(C#N)C(c2sccc2C)CC(=O)N1 (stereo not drawn)	?	nt
COc1ccccc1NC(=O)CSc1nc(N)cc(N)n1	?	nt
COc1ccccc1NCC(=O)c1ccc(C)c(C)c1	?	nt
CCN(C(=O)COC(=O)Cn1c(C)csc1=O)c1c(N)n(Cc2ccccc2)c(=O)[nH]c1=O	4.2%	7.4
CC1(C(=O)Nc2ccc3ccccc3c2)CC1(Br)Br (stereo not drawn)	2.4%	-0.6
Cc1ccc(S(=O)(=O)N2CCN(CCc3ccccc3)CC2)c(C)c1	i	10.4
Cc1noc(NS(=O)(=O)c2ccc(NC(=O)Cc3ccc([N+](=O)[O-])cc3)cc2)c1C	22.4%	-5.6
COc1cccc(NC(=O)CSc2nnc(CNC(=O)c3ccccc3F)o2)c1	?	nt
COc1ccc(C(C)NC(=O)c2ccoc2C)cc1OC (stereo not drawn)	i	nt
O=c1c2c3c(sc2nc2n1CCCS2)CCCC3	?	nt
CSCC[C@H](NC(=O)OC(C)(C)C)c1nnc(SCC=C(C)C)o1	11.7%	4.2
Cc1ccc2c(Cl)cc(Cl)c(OCC(=O)NCc3ccco3)c2n1	i	24.7
Cc1ccc(NC(=O)C(OC(=O)c2ccc(C=O)cc2)c2ccccc2)cc1Cl (stereo not drawn)	i	nt
CC1CCCCC12NC(=O)N(Cc1cc(=O)n3ccsc3n1)C2=O (stereo not drawn)	-1.0%	17.8
CC(C)COc1ccc(C(=O)OC2CC(C)(C)OCC2CN(C)C)cc1 (stereo not drawn)	?	nt
O=[N+]([O-])c1ccc(S(=O)(=O)N(CC(O)CN2CCCCC2)c2ccccc2)cc1 (stereo not drawn)	?	nt
CCN(CC)CC#CCC(C)(c1ccccc1)c1ccccc1	-8.8%	-8.7
COCCc1ncc(CN2CCC(C(=O)Nc3ccc(-n4cccn4)cc3)CC2)cn1	9.0%	18.8

More compounds
SMILES	Lipid storage S3	Lipid storage S3 cell count max
CC1(C)Cc2ccccc2C(NNC(=O)c2cccnc2)=N1	11.5%	0.2
Cc1cccn2c(CN(C)CCC3CCCCO3)c(C(=O)N3CCCCC3)nc12 (stereo not drawn)	9.5%	11.2
CC(C)(C)C1CCc2c(sc(NC(=O)C3CCCO3)c2C(N)=O)C1 (stereo not drawn)	-18.0%	-2.7
Cc1cccc(C(=O)Nc2ccc(C(=O)N3CCCCC3C)cc2)c1 (stereo not drawn)	?	nt
COc1ccc2[nH]c(=O)c(CN(CC3CCCO3)S(=O)(=O)c3ccccc3)cc2c1 (stereo not drawn)	-11.2%	-8.5
CNC(=O)Cn1nc(-c2ccc(Cl)cc2)c2ccccc2c1=O	19.0%	27.0
CSCCCNC(=S)N1CCN(c2ccc(C(C)=O)cc2)CC1	?	nt
CC(C)Oc1ccc(CC(=O)NNC(=S)Nc2ccccc2)cc1	1.8%	19.0
COc1ccc2sc(NC(=O)NC(=O)c3c(Cl)cccc3Cl)nc2c1	?	nt
NC(=O)Cn1nc(C(F)(F)F)c2c1CCCC2	-9.2%	5.6
O=C(CSc1nc2ncc(Br)cc2[nH]1)c1ccc([N+](=O)[O-])cc1	-23.7%	-14.8
CC(=O)Nc1ccc(-c2cn3cccnc3n2)cc1	?	nt
CCN(CC)CCCNC(=O)c1cc(-c2ccc(Cl)cc2)on1	-2.3%	-6.1
Cn1cccc1CNC1CCCCC1	?	nt
O=C(N/N=C/c1ccc(N2CCOCC2)cc1)c1ccccc1NS(=O)(=O)c1cccs1	?	nt
CC1CCCCN1C(=O)C12CCC(C)(C(=O)C1)C2(C)C (stereo not drawn)	?	nt
CCCCn1c(N)c(N(CCOC)C(=O)c2ccc(S(=O)(=O)N3CCCCCC3)cc2)c(=O)[nH]c1=O	19.9%[0.0737 µM]	4.0
Cc1c(NC(=S)NC(=O)c2cc3ccccc3o2)cccc1C(=O)O	?	nt
COc1cccc(CN(C(=O)/C=C/c2ccc(Cl)cc2)C2CCS(=O)(=O)C2)c1 (stereo not drawn)	?	nt
Cc1cccc(OCC(=O)N2CCN(C(=O)Cc3ccccc3)CC2)c1	i	nt
CCC(CC)Nc1ccc(C(CC(N)=O)NC(=O)Cc2cccc3ccccc23)cc1[N+](=O)[O-] (stereo not drawn)	?	nt
O=C(CN1C(=O)COc2ccccc21)NCCCN1CCCC1	-11.2%	nt
CCc1[nH]c(C)c(C(C)=O)c1C	8.6%	0.3
O=C(O)CN1C(c2ccccc2)=Nc2ccc(Br)cc2C1c1ccccc1 (stereo not drawn)	0.2%	14.9
COc1ccc(CCn2nnnc2C(c2ccc(Cl)cc2)N2CCN(C)CC2)cc1OC (stereo not drawn)	?	nt

An excerpt from above in order of their number in Lipid storage S3 cell count max, ascending.
mol	Lipid storage S3 cell count max
CCc1[nH]c(C)c(C(C)=O)c1C	0.3
COc1cccc(CN2CCC(Oc3ccc(C(=O)N4CCCCC4)cc3)CC2)c1	2.7
CC1CCCCC12NC(=O)N(Cc1cc(=O)n3ccsc3n1)C2=O (stereo not drawn)	17.8
Cc1ccc2c(Cl)cc(Cl)c(OCC(=O)NCc3ccco3)c2n1	24.7

Next results follow:
SMILES	Lipid storage S3	Lipid storage S3 cell count max
CCC(C)(CCNC(=O)Cc1ccccc1)c1ccccc1OC (stereo not drawn)	?	nt
CC1CN(Cc2nc3ccccc3c(=O)[nH]2)CC(C)O1 (stereo not drawn)	i	nt
CCC(C(=O)N1CCN(S(C)(=O)=O)CC1)c1ccccc1 (stereo not drawn)	?	nt
O=C(Nc1ccc(C(F)(F)F)cc1)c1ccc(NC(=O)C2CCCO2)cc1 (stereo not drawn)	?	nt
NS(=O)(=O)c1ccc(CNC(=O)c2cccnc2Cl)cc1	?	nt
Cc1ccc(C(=O)NN2C(=O)C3C4C=CC(C5CC45)C3C2=O)cc1 (stereo not drawn)	1.8%	4.1
O=C(NCCNc1ccccc1[N+](=O)[O-])c1cc(F)c(F)cc1Cl	?	nt
COc1ccc(-n2cnnc2SCC(=O)N2CCN(c3ccccc3)CC2)cc1	?	nt
O=C(Nc1ccccc1)N1CCCC(CNS(=O)(=O)Cc2ccccc2)C1 (stereo not drawn)	-1.8%	3.5
CC(C)CN(C(=O)c1cc2ccccc2o1)c1c(N)n(CC(C)C)c(=O)[nH]c1=O	3.6%	-6.1
COc1ccc(S(=O)(=O)NNC(=O)Nc2ccc(C)cc2)c(OC)c1	?	nt
CC(C)Nc1nnc(SCc2cc(=O)n3ccsc3n2)s1	i	nt
Cc1ccc(NC(=O)[C@H](Cc2ccccc2)NC(=O)[C@@H]2Cc3ccccc3CN2)c(C)c1	?	nt
COc1ccc(N(C(C)C(=O)N/N=C/c2cccnc2)S(C)(=O)=O)cc1 (stereo not drawn)	?	nt
Cn1c(=O)[nH]c(=O)c2c1nc1n2CCS1	?	nt
Cc1nnc(SCC(=O)Nc2ccc(N3CCN(S(C)(=O)=O)CC3)cc2)o1	i	-11.5
COc1cc(CN2CCC(C(N)=O)CC2)ccc1OCc1ccccc1	i	9.6
CCC(C)NC(=O)c1ccc(CNS(=O)(=O)c2ccc3c(c2)C(C)(C)C(=O)N3C)cc1 (stereo not drawn)	?	nt
CCOc1ccc(N2C(=O)C3CC(C)=C(C)CC3C2=O)c([N+](=O)[O-])c1 (stereo not drawn)	4.6%	1.3
CCCCCC(=O)Nc1ccc(N2CCN(S(C)(=O)=O)CC2)cc1	i	nt
Cc1cc(C)c(OCC(=O)NCC2COc3ccccc3O2)c(C)c1 (stereo not drawn)	?	nt
O=C(N=c1ccn(-c2nc3ccccc3nc2NS(=O)(=O)c2ccccc2)cc1)c1cccs1	i	10.1
CCCCn1c(N)c(N(CCOC)C(=O)CN2C(=O)c3ccccc3C2=O)c(=O)[nH]c1=O	?	nt
Cc1ccc(C(=O)O/N=C2\CCSc3ccc(C)cc32)cc1	10.9%	-1.2
CC(C)CN(C(=O)COc1ccc([N+](=O)[O-])cc1)c1c(N)n(CC(C)C)c(=O)[nH]c1=O	5.0%	-9.0

2 successive records from above:
SMILES	Lipid storage S3	Lipid storage S3 cell count max
COc1cccc(C(=O)Nc2cccc(OCC(=O)c3ccccc3)c2)c1	?	nt
C/C(=C\C(=S)Nc1ccccc1)Nc1ccccc1	0.0%	-10.3

New compounds follow
SMILES	Lipid storage S3	Lipid storage S3 cell count max
CC(C)CC(=O)NCC(C)NC(=O)CC(C)C (stereo not drawn)	i	-4.9
Cc1nc(NCCc2ccccc2)c2nnn(Cc3ccccc3Cl)c2n1	?	nt
COCCNC(=O)COc1cccc2c1OC(C)(C)C2	24.1%	nt
COc1ccccc1NC(=S)Nc1ccccc1F	i	nt
COc1cccc(CNc2ccc([N+](=O)[O-])cc2C)c1	-31.9%	nt
CCOC(=O)C1(C(F)(F)F)N=C(c2cccnc2)OC(N2CCCCC2)=N1 (stereo not drawn)	20.6%	13.1
Cc1ccccc1OCc1nnc2c3cnn(C)c3ncn12	10.4%	-1.3
COc1ccccc1N1CCN(C(=S)Nc2ccc(S(=O)(=O)N3CCOCC3)cc2)CC1	?	nt
COc1ccc(NC(=O)CN(C)C(=O)Cc2ccc3c(c2)CCC3)cc1	?	nt
C=CCCC(=O)N1CCC(Oc2cccc(C(=O)NCc3ccccn3)c2)CC1	?	nt
O=C1CN(C(=O)c2ccco2)c2ccccc2N1	?	nt
C=CCOc1ccccc1/C=N/NC(=O)Cc1ccccc1	?	nt
